Screening data as filed in PubChem BioAssay.
TPT1 inh: inhibitors of Candida albicans tRNA 2'-phosphotransferase TPT1 | recombinant caTPT1, FP RNA substrate dephosphorylation | 300,000 compounds, 0.81% hits | AID 1962 | inhibition, % at 5 µM;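 active = inhibition above the mean of all tested compounds plus 3 SD, set per screening campaign, cut at about 24% in these data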;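 note: plate controls were DMSO alone for no effect and ferristatin control at 100 nM for full effect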
ZTA DNA inh: ZTA (EBV) inhibition in EBNA-1 counter-screen; ZTA-DNA binding, fluorescence polarization; inhibition, % at 11 µM; 320,000 compounds, 0.15% hits; in the data active = inhibition above about 33%
Target sequence (P03206 whole entry, looked up): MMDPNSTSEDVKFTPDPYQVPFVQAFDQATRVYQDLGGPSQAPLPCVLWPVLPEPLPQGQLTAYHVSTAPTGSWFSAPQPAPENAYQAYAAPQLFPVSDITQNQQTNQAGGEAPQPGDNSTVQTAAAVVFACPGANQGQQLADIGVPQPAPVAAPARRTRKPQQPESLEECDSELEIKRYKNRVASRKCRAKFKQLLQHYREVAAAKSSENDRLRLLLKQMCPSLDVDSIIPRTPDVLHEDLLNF
Efflux pump mplx: inhibitors of Candida antifungal efflux pumps expressed in yeast | S. cerevisiae Candida pump triplex, Nile Red efflux | inhibition, % at 10 µM | 330,000 compounds, 0.44% hits;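 active = plate passing quality check with inhibition over a set limit, or well fluorescence over plate mean plus 4 SD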;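 note: Nile Red retained in pooled yeast measured as flow cytometry median fluorescence; 0% = buffer negative control and 100% = Enniatin B positive control; higher means more Nile Red kept so more efflux inhibition; some compounds called inactive have numbers as strong as hits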
PREPL inh: human PREPL enzyme inhibition; recombinant PREPL, fluorescence polarization activity-based probe; inhibition, % at 5.96 µM; 320,000 compounds, 0.68% hits; AID 2751; in the data active = inhibition above about 43%;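 note: 0% = enzyme with DMSO and 100% = wells lacking enzyme; many of its hits are not listed in these tables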
Target sequence (Q4J6C6 whole entry, looked up): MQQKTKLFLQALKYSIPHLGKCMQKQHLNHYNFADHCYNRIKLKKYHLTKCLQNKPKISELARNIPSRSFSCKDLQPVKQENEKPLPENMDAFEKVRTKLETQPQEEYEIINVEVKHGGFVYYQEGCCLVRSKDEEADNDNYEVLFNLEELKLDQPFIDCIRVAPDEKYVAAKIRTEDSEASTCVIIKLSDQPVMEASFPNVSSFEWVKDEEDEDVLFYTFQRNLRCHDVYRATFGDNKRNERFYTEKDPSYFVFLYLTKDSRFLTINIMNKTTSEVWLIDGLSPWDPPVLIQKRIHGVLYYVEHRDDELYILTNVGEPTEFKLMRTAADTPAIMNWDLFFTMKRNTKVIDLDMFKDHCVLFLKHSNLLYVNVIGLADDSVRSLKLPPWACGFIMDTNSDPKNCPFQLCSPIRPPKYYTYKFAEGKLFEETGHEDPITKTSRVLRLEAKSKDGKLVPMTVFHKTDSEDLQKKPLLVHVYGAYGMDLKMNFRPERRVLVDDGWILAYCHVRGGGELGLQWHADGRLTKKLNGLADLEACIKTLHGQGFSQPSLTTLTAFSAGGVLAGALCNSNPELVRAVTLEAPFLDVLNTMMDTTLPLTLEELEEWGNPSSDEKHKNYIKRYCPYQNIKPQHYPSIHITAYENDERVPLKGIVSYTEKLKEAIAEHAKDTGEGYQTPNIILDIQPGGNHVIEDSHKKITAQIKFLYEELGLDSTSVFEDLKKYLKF
PP5 inh: blocks human protein phosphatase 5 activity; P53041; purified PP5c, OMFP substrate fluorescence; inhibition, % at 6.7 µM; 320,000 compounds, 0.18% hits; AID 1987;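 active = inhibition above the campaign's mean inhibition across all tested compounds plus 3 SD, cut at about 9.5% in these data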;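 note: 0% = DMSO only and 100% = 100 µM cantharidin control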
PP1 counter: counter-screen for PP5 inhibitors: inhibitors of human PP1-alpha | P62136 | purified PP1alpha, OMFP fluorescence | inhibition, % at 6.7 µM | 320,000 compounds, 0.9% hits | AID 2235;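 active = inhibition above the mean inhibition of all tested compounds plus 3 SD, computed separately for each screening campaign, cut at about 15% in these data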
core dimer inh: HCV core protein dimerization inhibition; TR-FRET GST/Flag-core106 dimerization, 1536-well; inhibition, % at 5 µM; 300,000 compounds, 0.33% hits;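 active = inhibition above the mean of all tested compounds plus 3 SD, set per screening campaign, cut at about 45% in these data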
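Assay system – GST-tagged and Flag-tagged HCV core protein residues 1-106 · Quantity – core106 proteins, GST 13.5 nM and Flag 17 nM · Benchmarks – unlabelled core106 and no-GST-core106 wells · Read-out basis – percent inhibition of core106 dimerization signal · Detection – time-resolved FRET, ex 340 nm, em 617 and 671 nm · Schedule – 4 h at 22.5 °C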
EBNA-1 inh: blocks EBNA-1 binding to DNA; EBNA-1 DNA binding, fluorescence polarization; AID 1950; inhibition, % at 14.8 µM; 300,000 compounds, 0.34% hits; in the data active = inhibition above about 28%
Fh CTSL1 inh: blocks F. hepatica cathepsin L1 in PFM18AAP counter-screen; recombinant F. hepatica cathepsin L1, Z-Leu-Arg-MCA fluorescence; 300,000 compounds, 0.49% hits; AID 1906; inhibition, % at 5.96 µM;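 active = inhibition above the mean of all tested compounds plus 3 SD, set per screening campaign, cut at about 17% in these data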;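 note: 0% = plate median of test compound wells and 100% = 1 µM Z-Phe-Ala-diazomethylketone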
* hit, by the source's call; . = not tested or not shown.

SMILES | TPT1 inh | ZTA DNA inh | Efflux pump mplx | PREPL inh | PP5 inh | PP1 counter | core dimer inh | EBNA-1 inh | Fh CTSL1 inh
COc1ccc(NC(=S)Nc2cc(S(=O)(=O)N3CCCCC3)ccc2OC)cc1 | 1 | 0 | -0.4 | 9 | 4.9 | 0 | 2 | -1 | -28
CCCCc1ccc(CC(=O)O)cc1 | -3 | -2 | 0.1 | 14 | -0.5 | 0 | -3 | -3 | -2
CCN(CC)c1ncnc2c1cnn2C | -1 | 12 | 0.0 | -7 | -0.4 | -8 | 1 | 3 | 0
O=C(COC(=O)[C@@H]1CC(O)CN1S(=O)(=O)c1ccc2c(c1)OCCO2)Nc1ccccc1F (some centres undefined) | -1 | -9 | 0.0 | 1 | 0.1 | 1 | -8 | -7 | -28
CC(C)c1ccc(C(=O)NCCCN2CCN(CCCNC(=O)c3ccc(C(C)C)cc3)CC2)cc1 | 3 | 12 | -0.1 | -10 | -0.3 | -1 | -6 | -5 | 5
Cc1csc(NC(=O)c2ccc3c(c2)OCO3)n1 | -4 | -1 | 0.1 | 11 | 2.2 | 1 | -14 | -4 | 0
CSc1ccccc1C(=O)Nc1cc(C)ccc1C | 2 | -9 | 0.1 | 7 | 1.6 | -2 | 7 | 1 | 3
C=CCn1c(CSCc2ccccc2)nnc1SCC(=O)NCc1ccccc1 | -4 | -4 | -0.1 | -7 | -0.5 | -1 | 6 | 5 | 4
O=C(O)CCC(=O)OCC1CCCCC1 | 2 | -3 | 0.2 | -3 | 4.9 | -4 | 0 | -13 | 2
C=C(C)COc1ccc(-c2n[nH]c(C)c2-c2ccccc2OC)c(O)c1 | -3 | 2 | 0.1 | 6 | 6.4 | 5 | 0 | -2 | 0
Nc1nnnn1/N=C/c1cccc(Oc2ccccc2)c1 | -2 | -2 | 0.1 | 2 | 4.3 | -3 | 0 | -5 | 1
CC(/C=C1\SC(=S)N(NS(=O)(=O)c2ccccc2)C1=O)=C\c1ccccc1 | 5 | 19 | 0.1 | 0 | 0.3 | 10 | 7 | 9 | 7
CC(NC(=O)CSc1nnc(COc2ccccc2)o1)c1ccccc1 (centres undefined) | 0 | 17 | 0.0 | -7 | 1.7 | -3 | 1 | 4 | 2
Cc1ccc2cc(/C=C3\N=C(c4ccccc4)OC3=O)c(N3CCOCC3)nc2c1 | 3 | 6 | 0.0 | -2 | 1.7 | -2 | -3 | -1 | -2
COC(=O)c1ccsc1NC(=O)c1ccccc1 | -2 | -9 | -0.1 | 7 | 1.7 | 7 | -3 | 4 | 2
Cc1nn(-c2cccc(Cl)c2)nc1C(=O)Nc1cccc(C(=O)NC2CC2)c1 | . | -6 | -0.1 | 3 | 2.0 | 1 | . | . | .
CCn1cc([N+](=O)[O-])c(C(=O)Nc2c(C)nn(Cc3cccc(F)c3)c2C)n1 | -1 | 1 | 0.4 | -4 | 4.7 | 1 | -9 | -2 | -2
Cc1c(C(=O)N2CCN(c3ccc(F)cc3)CC2)oc2c1C(=O)CCC2 | -3 | -4 | 0.2 | 7 | 1.5 | -1 | -5 | -2 | -2
Cc1ccc(-n2c(SCC(N)=O)nc3c([nH]c4ccccc43)c2=O)cc1 | -2 | 3 | 0.1 | -4 | -0.5 | 0 | -4 | -2 | -2
CSc1nc(SCCN(C)C)c2c3c(sc2n1)COC(C)(C)C3 | -6 | -10 | -0.1 | -6 | 0.2 | -4 | 4 | -8 | 1
O=C(COc1ncnc2sccc12)N1CCN(S(=O)(=O)c2ccc(Cl)cc2)CC1 | 3 | 6 | -0.1 | -8 | 0.2 | 4 | 16 | -1 | -3
COc1ccc(CN(C)S(=O)(=O)c2c(C)noc2C)cc1OC | . | 2 | 0.0 | 7 | 1.0 | -3 | . | . | .
CCC(=O)Nc1ccc(NCc2ccc(-c3ccccc3)cc2)cc1 | 12 | 0 | -0.1 | 1 | 2.8 | 2 | 12 | 5 | -3
COc1ccc(S(=O)(=O)Nc2cc3c(cc2C(C)=O)OCO3)cc1 | 1 | 4 | 0.0 | 1 | 0.1 | 2 | 3 | -3 | 9
Cc1ccc(C(=O)CN(C(=O)c2ccc(Cl)cc2)N2C(=O)CCC2=O)cc1 | 0 | -11 | -0.1 | 8 | 2.3 | 1 | -3 | 3 | -4
Following part
SMILES | TPT1 inh | ZTA DNA inh | Efflux pump mplx | PREPL inh | PP5 inh | PP1 counter | core dimer inh | EBNA-1 inh | Fh CTSL1 inh
COc1ccc(OC)c(N(C(=O)c2ccco2)C(C(=O)NC2CCCC2)c2ccc(N3CCOCC3)cc2)c1 (centres undefined) | -3 | 11 | -0.2 | -4 | 1.3 | 0 | 7 | 2 | -5
COc1cccc(NC(=O)CNC(=O)c2ccc(C)cc2)c1 | 1 | -1 | 0.1 | -6 | 2.6 | -2 | -4 | -3 | -4
Cc1nnc(SCC(=O)Nc2sccc2C#N)s1 | 6 | 6 | 0.3 | -6 | 2.6 | -2 | 33 | -10 | -1
O=C(N/N=C/c1cc(Cl)ccc1O)C(=O)Nc1ccccc1OC(F)(F)C(F)F | 19 | 5 | -0.1 | -15 | 0.5 | 13 | -4 | 4 | -1
CCN(CC)S(=O)(=O)c1ccc(N/N=C(\C)c2ccc(OC)cc2O)nc1 | -1 | -14 | -0.3 | 8 | 2.6 | 3 | 4 | 0 | -1
COC(=O)Oc1ccc(/C=N/NC(=O)CN(c2ccccc2Cl)S(C)(=O)=O)cc1OC | -2 | -8 | 0.1 | -12 | 3.6 | -7 | 5 | -14 | -2
O=C(O)c1cc(Cl)c(Cl)cc1C(=O)NCc1ccco1 | 2 | 1 | 0.1 | -9 | 2.6 | 1 | 3 | 8 | -4
CCOC(=O)N1CCC(N2CC34C=CC(O3)C(C(=O)O)C4C2=O)CC1 (centres undefined) | 1 | -26 | 0.1 | -1 | 0.9 | -1 | -3 | -2 | -5
COc1ccc(CNC(=O)C2CCN(S(=O)(=O)c3ccc(Br)s3)CC2)cc1 | 0 | -6 | 0.2 | 7 | 2.3 | 1 | 3 | -5 | 0
CC(=O)c1ccc(N2CCN(CN3C(=O)CC4(CCCC4)C3=O)CC2)c(F)c1 | -3 | -6 | 1.1 | 4 | -1.3 | 0 | 6 | 1 | 2
Fc1cccc(/C=N/Nc2nncc3ccccc23)c1 | -1 | 6 | 0.0 | 13 | 0.1 | 2 | -6 | -4 | 1
COc1ccc(C(=O)/C=C/Nc2cccc(O)c2)cc1 | -6 | -11 | -0.2 | 29 | 3.5 | -2 | -4 | 2 | 0
CC(=O)c1ccc(N2CCN(C(=O)C3CCCN(S(=O)(=O)c4cnc[nH]4)C3)CC2)cc1 (centres undefined) | 1 | -6 | 0.1 | -2 | 3.5 | -5 | 1 | 3 | 2
COc1ccc(COc2cc(-c3cccc(OC)c3)nc3ccc(NC(=O)c4ccc(C)cc4)cc23)cc1 | 2 | 4 | 0.1 | -12 | -4.1 | -7 | -3 | 6 | 1
S=c1[nH]nc(-c2ccco2)n1/N=C/c1ccc(Cl)cc1 | -5 | 1 | -0.3 | 3 | 1.3 | 0 | 2 | 1 | 0
CCOCCCNC(=O)C(NC(=O)c1ccccc1O)c1ccc(C)cc1 (centres undefined) | -3 | -2 | 0.2 | 19 | 2.7 | 5 | -2 | -27 | -2
COc1ccccc1NC(=O)c1[nH]c(C)c(C(C)=O)c1C | -6 | 2 | 0.0 | -6 | 1.6 | -1 | 7 | 8 | -2
CC(=O)Nc1ccc(C(=S)NCc2ccco2)cc1 | -3 | -3 | 0.0 | -8 | 0.8 | -4 | 2 | 3 | 1
CCc1ccc(-n2c(C)n[nH]c2=S)cc1 | 4 | 14 | 0.3 | -6 | -0.1 | -6 | 0 | 2 | -2
CC(C)NCC(O)COc1ccc(Br)cc1 (centres undefined) | 22 | 9 | 0.1 | -2 | 1.4 | -1 | 1 | 1 | 2
FC(F)(F)c1ccc(N/N=C/c2cccnc2)nc1 | 4 | -5 | 0.1 | 4 | 2.3 | 2 | -7 | -12 | 1
CCCOc1ccc(C(CC(=O)O)NS(=O)(=O)c2ccc(NC(C)=O)cc2)cc1 (centres undefined) | -1 | -5 | 0.0 | -6 | 3.5 | 4 | -7 | -4 | -3
COc1cccc(NC(=O)C2C3C=CC(C3)C2C(=O)O)c1 (centres undefined) | 0 | 5 | 0.2 | 0 | -1.6 | 0 | -4 | 0 | 2
O=C(O)c1ccc(-n2ncc3c2/C(=C/c2cccc([N+](=O)[O-])c2)CC3)cc1 | -2 | -6 | -0.1 | -7 | 1.9 | 0 | 3 | 0 | 2
O=C(Nc1ccccc1)NC1CS(=O)(=O)CC1O (centres undefined) | -4 | -14 | 0.0 | 12 | 1.8 | 0 | -4 | -9 | -1
Continuation.
SMILES | TPT1 inh | ZTA DNA inh | Efflux pump mplx | PREPL inh | PP5 inh | PP1 counter | core dimer inh | EBNA-1 inh | Fh CTSL1 inh
CCOC(=O)c1c[nH]n(-c2ccccc2)c1=O | -5 | -13 | -0.3 | -14 | 1.0 | -4 | -1 | -11 | -5
O=C(Cc1cccs1)NCC1CCCO1 (centres undefined) | -3 | 3 | 0.0 | -9 | 2.1 | 1 | 1 | 6 | -2
Cc1cc(C)cc(CSCC(=O)NN=C2CCCCCC2)c1 | 3 | -8 | 0.7 | -17 | 0.4 | -5 | -2 | -5 | 1
O=C(Cc1cn2ccsc2n1)NCc1ccccc1 | 0 | -20 | -0.2 | 23 | -0.1 | -4 | -1 | 5 | -5
CCC(=O)NC(c1cccs1)c1cc(Cl)c2cccnc2c1O (centres undefined) | -3 | 15 | -0.1 | 2 | 1.4 | 12 | -2 | -6 | -1
CC1CN(C(=O)COC(=O)c2cccs2)CC(C)O1 (centres undefined) | -1 | -9 | 0.1 | 7 | 0.0 | -5 | -2 | -8 | -1
CCOC(=O)N1CCC(NC(=O)CS(=O)Cc2nc(-c3ccccc3C)oc2C)CC1 (centres undefined) | 1 | 12 | 0.1 | 6 | 2.1 | -2 | 8 | -2 | -3
Cc1c(Cl)cccc1Nc1nc(NCCO)c2ccccc2n1 | 3 | 0 | 0.1 | 14 | 3.5 | 5 | -6 | -8 | 0
CCOC(=O)N1CCC(NC(=O)c2ccc3c(c2)N(Cc2ccc(F)cc2)CCS3)CC1 | 1 | 6 | 0.4 | 39 | 3.9 | 1 | 11 | 5 | 1
COP(=O)(CC(=O)c1ccccc1)CC(=O)c1ccccc1 | -4 | -8 | 0.0 | -10 | 2.6 | 0 | -1 | 0 | -3
CC12CCCCN1CCCc1c2[nH]c2ccccc12 (centres undefined) | -4 | 5 | 0.1 | 12 | 3.0 | -3 | -4 | 1 | 3
COc1ccc(N2C(=O)C(C)(C)C2c2c(O)ccc3ccccc23)cc1 (centres undefined) | 1 | 14 | -0.1 | 11 | 7.4 | 3 | -1 | 4 | 17*
Cc1ccc(NC(=O)C2CCCN(S(=O)(=O)c3cccnc3)C2)c(C)c1 (centres undefined) | -1 | 8 | -0.1 | -2 | 3.6 | -2 | -1 | -4 | -3

Some of the compounds tested, so the mix of outcomes need not match the whole.
